VHR inh color – inhibitors of human VHR1 phosphatase (DUSP3) | inhibition, % at 20 µM | hit rate 0.7% among 50,000 | recombinant VHR phosphatase, colorimetric substrate read-out; in the data active = inhibition above about 60%; also: some results filed as inactive read as strong as hits
Target sequence (P51452 whole entry, looked up): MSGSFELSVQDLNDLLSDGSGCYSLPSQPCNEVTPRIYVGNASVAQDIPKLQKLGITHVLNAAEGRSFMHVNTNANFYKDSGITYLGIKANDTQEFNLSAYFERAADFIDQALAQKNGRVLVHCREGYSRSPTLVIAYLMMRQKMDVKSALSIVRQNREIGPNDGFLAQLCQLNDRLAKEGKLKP
Numbers without * were called inactive. Only part of the results is shown (hit frequency here may not be typical).

molecule	VHR inh color
Cc1cc(OCC(=O)Nc2ccc(I)cc2Cl)ccc1Cl	7.2
O=C(NN1CCOCC1)c1sc2ccccc2c1Cl	-3.1
CC1=C(C(=O)OCCc2ccccc2)C(c2cccs2)NC(=O)N1 (stereo unspecified)	-8.4
COc1ccccc1OCC(=O)N/N=C/c1ccccc1Sc1ccccc1	-30.0
O=C(Oc1ccc2c(C(F)(F)F)cc(=O)oc2c1)c1ccccc1	-15.5
O=C(NCCc1ccc(F)cc1)C(=O)Nc1cccc(C(F)(F)F)c1	-3.9
Cc1cccc(C(=O)Nc2cccc3c2CCCC3)c1	-25.6
COc1cc(/C=C/c2cc(C(F)(F)F)[nH]c(=O)n2)ccc1O	-17.4
COc1ccc(-c2nnc(Nc3ccc4c(c3)nc(C)n4C)c3ccccc23)cc1	-13.8
COc1ccc(NC(=O)C(=O)NCC(C)C)cc1Cl	-32.3
O=C(COc1ccc(/C=N/NS(=O)(=O)c2ccccc2)cc1)NCCc1ccccc1	8.8
CCOC(=O)/C=C/c1cc(C(=O)OCC)c(/C=C/C(=O)OCC)cc1C(=O)OCC	-12.3
CCOc1ccc(NC(=O)c2ccc3ccccc3n2)cc1	-4.6
CCN1C(=O)/C(=c2/s/c(=C3\C=Cc4ccccc4N3CC)c(=O)n2CC)SC1=S	-4.5
CCOC(=O)C1=NNC2C(=O)N(c3ccc(C)cc3C)C(=O)C12 (stereo unspecified)	-14.4
COc1ccc(C(=O)Nc2ccc(S(=O)(=O)NC(C)=O)cc2)cc1OC	-40.1
O=C1C(=O)N(Cc2cccnc2)C(c2cccc(F)c2)/C1=C(\O)c1ccccc1 (stereo unspecified)	-5.5
Nc1nnc(SCC(=O)Nc2ccccc2Oc2ccccc2)s1	5.9
Oc1cccc(Nc2nc(-c3ccc(Br)cc3)cs2)c1	6.1
O=C(COc1ccc2ccccc2c1)N1CCN(CCCc2ccccc2)CC1	0.8
COc1cccc(/C=C(\C#N)C(=O)Nc2ccc(C)c(Cl)c2)c1O	0.7
O=c1[nH]c(/C=C/c2ccccc2O)c([N+](=O)[O-])c(=O)[nH]1	-3.5
COc1cc(OC)c(OC)cc1/C=C/c1cc(C(F)(F)F)[nH]c(=O)n1	-13.0
O=C(c1ccccc1O)N(Cc1ccccc1)c1ccccn1	4.6
Cc1ccc(NC(=O)C(=O)/C=C(/O)c2ccc(Br)cc2)cc1	-8.5
COc1ccc(Br)cc1/C=C/C(=O)c1ccc(Cl)cc1	10.3
CCCCOC(=O)c1ccc(NC(=O)c2cc(Cl)ccc2[N+](=O)[O-])cc1	1.9
Cn1cc(/C=C2/SC(=S)N(c3ccccc3)C2=O)c2ccccc21	-32.2
O=C(N/N=C/c1ccco1)c1cc(-c2cccc([N+](=O)[O-])c2)n[nH]1	2.4
Cc1sc2ncnc(N3CCCCCC3)c2c1C	2.2
CCOC(=O)/C(C#N)=C\c1ccc(-c2ccc(Cl)cc2)o1	-15.9
CN(C)c1ccc(NC(=O)COc2ccc(Cl)cc2Cl)cc1	1.3
COc1ccc(C(=O)Nc2nc3c(C)cc(C)cc3s2)cc1Br	-15.6
O=C(/C=C/c1ccc(Cl)cc1)Nc1ccc(I)cc1Cl	1.6
O=C(Nc1ccc(F)cc1)c1sc2cc(Cl)ccc2c1Cl	2.0
c1ccc(-c2nc(C3COc4ccccc4O3)cs2)cc1 (stereo unspecified)	-3.2
CC(C)CN1C(=O)/C(=C/c2cccc(Oc3ccccc3)c2)SC1=S	-0.1
Cn1c(CC(O)c2ccccc2)nc2ccccc21 (stereo unspecified)	-3.6
COc1ccccc1OCCOc1ccc(/C=C2/C(=O)NC(=O)N(c3ccccc3C)C2=O)cc1OC	17.9
COc1ccc(Br)cc1C(=O)Nc1ccc(-c2nc3ncccc3o2)cc1	10.1

Quoted from the listing (four entries):
molecule	VHR inh color
c1ccc(-c2nc(C3COc4ccccc4O3)cs2)cc1 (stereo unspecified)	-3.2
CC(C)CN1C(=O)/C(=C/c2cccc(Oc3ccccc3)c2)SC1=S	-0.1
Cn1c(CC(O)c2ccccc2)nc2ccccc21 (stereo unspecified)	-3.6
COc1ccccc1OCCOc1ccc(/C=C2/C(=O)NC(=O)N(c3ccccc3C)C2=O)cc1OC	17.9

Continuation.
molecule	VHR inh color
COc1ccc2c(c1)N(C(=O)CN1C(=O)c3ccccc3C1=O)C(C)(C)c1ssc(=S)c1-2	-13.9
O=C1/C(=C/c2ccc(Cl)cc2)SC(=S)N1CCc1ccccc1	-11.4
Cc1ccc(S(=O)(=O)N/N=C/c2[nH]c3ccccc3c2Cl)cc1	63.0
COc1ccc(CN2CCN(C(C)C)CC2)c(OC)c1	30.3
COc1ccc(Br)cc1C(=O)Nc1ccc(O)c(-c2nc3cc(C)c(C)cc3o2)c1	13.9
Cc1nc2ccccc2c(=O)n1/N=C/c1c(O)ccc2ccccc12	-8.4
C=CCN1C(=O)/C(=C\c2ccc(OCc3ccc(COc4ccc(C=O)cc4OC)cc3)c(OC)c2)SC1=S	11.5
N#C/C(C(=O)c1ccccc1)=C1/CCCN1	-6.5
O=C(Nc1ccc(I)cc1Cl)c1ccc(-c2cccc(Cl)c2)o1	5.6
O=C(c1cccs1)N1CCN(C2CCCC2)CC1	-21.1
COc1ccc(-c2cc(C(=O)Nc3ccccc3OC)c3ccccc3n2)cc1	-15.9
CC(C)(C)c1csc(N/N=C\c2ccccc2)n1	-7.8
Cc1nn(CC(=O)Nc2sc(C)c(C)c2C(N)=O)c(C)c1[N+](=O)[O-]	7.5
CCOC(=O)c1sc(NC(=O)c2ccc(OC)c(OC)c2)c(C(N)=O)c1C	-14.5
O=C(Nc1ccc(Cl)cc1)Nc1nnc(Cc2ccccc2)s1	-4.4
COc1ccc2c(c1OC)C(=O)N(c1cccc(Cl)c1)C2=O	8.4
O=C(Nc1ccncc1)c1cc(-c2ccccc2)nc2ccccc12	0.9
CC1CCN(c2cc(N3CCN(C(=O)c4c(F)cccc4F)CC3)c([N+](=O)[O-])cc2F)CC1	-10.7
CC1=C(C(=O)OCCCc2ccccc2)C(c2cccs2)NC(=O)N1 (stereo unspecified)	17.9
CCN(CC)c1ccc(/C=N/NC(=O)c2cc(Br)ccc2O)c(O)c1	-27.6
O=C(/C=C/c1cccc([N+](=O)[O-])c1)Nc1ccc(O)c(-c2nc3ccccc3o2)c1	-14.2
CC(C)(C)C1=C2OCC3COC2(O3)C(C(C)(C)C)=C(O)C1=O (stereo unspecified)	-5.4
CCc1ccc2oc(-c3cccc(NC(=O)COc4ccc(OC)cc4)c3)nc2c1	4.9
O=C(c1ccc(Cl)cc1)N(c1ccccc1)C1C=CS(=O)(=O)C1 (stereo unspecified)	-13.2
Cc1cc(C)n2nc(-c3ccc(F)cc3)cc2n1	-14.6
Cc1sccc1/C=N/NC(=O)c1ccc(C(C)(C)C)cc1	-0.1
Cc1ccccc1C(=O)Nc1nnc(-c2ccco2)s1	-28.3
O=C(NC1CCCCC1)c1cc(Cl)ccc1[N+](=O)[O-]	-7.3
CC1(c2ccccc2)CC(C)(C)N(C(N)=O)c2ccccc21 (stereo unspecified)	6.7
Cc1ccc(COc2ccc(/C=N/NC(=O)CN3CCCCC3)cc2)cc1	-18.0
O=[N+]([O-])c1ccc(F)c(NS(=O)(=O)c2cc(Cl)ccc2Cl)c1	-13.8
CC(=O)Nc1cc([N+](=O)[O-])c(N(C)S(=O)(=O)c2ccccc2)c2ccccc12	-41.6
NC(=O)/C(=C\c1ccc(Cl)cc1)NC(=O)c1ccco1	-3.7
Cc1ccc(NC(=O)COc2ccccc2C)c(Br)c1	-19.3
CC1=C(C#N)c2nc(N)c(C#N)c(C)c2/C1=C\c1ccc(Br)o1	-1.0
COc1ccc(-n2c(SC)nc3sc4c(c3c2=O)CCCC4)cc1	5.8
CCOc1cc(/C=C2/SC(=S)N(Cc3ccccc3)C2=O)ccc1OC(=O)c1cccc([N+](=O)[O-])c1	-8.2
COc1ccc(OC)c(NC(=O)CN(Cc2ccccc2)S(=O)(=O)c2ccccc2)c1	-33.8
CC(C(=O)Nc1ccc(-c2nc3ccccc3o2)cc1)(c1ccccc1)c1ccccc1	-0.3
Cc1ccc(NC(=O)C2CC2(c2ccccc2)c2ccccc2)cc1C (stereo unspecified)	6.1

Filtered by structure, those above with a tert-butyl group (3)
molecule	VHR inh color
CC(C)(C)c1csc(N/N=C\c2ccccc2)n1	-7.8
CC(C)(C)C1=C2OCC3COC2(O3)C(C(C)(C)C)=C(O)C1=O (stereo unspecified)	-5.4
Cc1sccc1/C=N/NC(=O)c1ccc(C(C)(C)C)cc1	-0.1

Continuation:
molecule,VHR inh color
O=C(c1ccc([N+](=O)[O-])cc1)N1CCN(Cc2cccnc2)CC1,-6.6
COc1ccc(CNCC(CO)C2(c3ccccc3)CCOC(C)(C)C2)cc1 (stereo unspecified),-11.5
CC(=O)c1ccc(NC(=S)NC(NC(=O)CC(C)C)C(Cl)(Cl)Cl)cc1 (stereo unspecified),8.6
COc1ccccc1C1Nc2cc3ccccc3cc2C2=C1C(=O)CC(C)(C)C2 (stereo unspecified),-28.9
CN(C1=NS(=O)(=O)c2cc([N+](=O)[O-])ccc21)c1ccccc1,-29.2
COc1cccc(-c2cc(C(=O)Nc3nn[nH]n3)c3ccccc3n2)c1,-10.9
CCCN(CCC)C1=CC(=O)C(C(C)(C)C)=CC1=O,-1.1
O=C(NC1CCCCCC1)c1cc(Cl)ccc1[N+](=O)[O-],-11.0
O=C1C=C(c2cccs2)CC(c2cccs2)C1n1cnc([N+](=O)[O-])c1 (stereo unspecified),3.0
CCc1ccc(OCC(=O)Nc2ccc(NC(=O)c3ccco3)c(OC)c2)cc1,2.2
COc1cc2c(cc1OC)S(=O)(=O)OC(C)=C2,5.4
Cc1ccc(S(=O)(=O)N/N=C/c2ccc([N+](=O)[O-])cc2)cc1,2.5
Cc1ccc(C(C)C)c(OCC(=O)N2CCN(c3ccc([N+](=O)[O-])cc3Cl)CC2)c1,0.1
CCCCOC(=O)c1ccc(NC(=S)NC(=O)c2cccs2)cc1,-1.9
Cc1ccc(/C(N)=N/OC(=O)c2ccccc2Br)cc1,-12.1
Cc1nc(SCC(=O)Nc2nnc(-c3ccc([N+](=O)[O-])cc3)s2)n[nH]1,3.3
CCC(C)Oc1nc2ccccc2nc1NS(=O)(=O)c1ccccc1 (stereo unspecified),-10.4
C=CCNC(=O)/C(=C\c1ccc2c(c1)OCO2)NC(=O)c1ccco1,-4.2
CCOC(=O)Nc1n[nH]c(NC(=O)OCC)c1[N+](=O)[O-],-16.9
O=C(CCNc1ccc(F)cc1)c1cccs1,-14.0
CC(C)(C)c1cc(C2=C(N3CCOCC3)C(=O)c3ccccc3C2=O)cc(C(C)(C)C)c1O,9.4
NC(=O)N=Nc1c(O)n(Cc2ccccc2)c2ccc(Br)cc12,-15.7
COC(=O)C1=C(C)N(c2ccc(Br)cc2)C(=O)/C1=C\c1ccc(O)cc1,2.7
COC(=O)c1c(C)oc2cc(Br)c(OCc3ccc(F)cc3)cc12,-15.3
COc1ccc(C(=O)CCNc2ccc(C)cc2)cc1,20.5
CCOC(=O)Cc1nnc(Nc2ccc(OC)cc2)c2ccccc12,3.3
Cc1ccc(/C=C(\C#N)c2nc3ccccc3s2)cc1,-11.6
COC(=O)/C(O)=C/C(=O)c1cccs1,14.1
O=C(O)COc1ccc(N2C(=O)c3ccc([N+](=O)[O-])cc3C2=O)cc1,3.8
N#Cc1cccc(NC(=O)/C=C/C(=O)O)c1,1.3
C(=NN1CCN(c2ccccn2)CC1)c1cccc(OCc2ccccc2)c1,22.9
O=C(NC(Nc1ccc(I)cc1)C(=O)c1ccccc1)c1ccco1 (stereo unspecified),-8.0
O=C1c2ccccc2C(=O)N1c1cccc2ncccc12,-44.4
COC(=O)C1=C(C)N=c2s/c(=C\c3ccccc3F)c(=O)n2C1c1ccc(OC)cc1 (stereo unspecified),-0.7
O=C(Nc1ccc(Cl)cc1)c1ccc(N2CCCCCC2)c([N+](=O)[O-])c1,-12.2
O=C(NN1C(=O)c2ccccc2C1=O)c1ccc2c(c1)C(=O)N(c1nccs1)C2=O,-4.1
CCCCOc1ccc(C(=O)O/N=C2/CCc3cc(OC)ccc32)cc1,-0.7
O=C(Cc1ccccc1)Nc1sc2c(c1C(=O)Nc1ccc(Cl)cc1)CCC2,-13.8
CCOC(=O)c1c(NC(=O)c2ccc(Cl)cc2Cl)sc(C(N)=O)c1C,8.7
O=C(COc1ccc([N+](=O)[O-])cc1)Nc1ccc(-c2nc3ccccc3o2)cc1,0.1
O=C(O)c1ccccc1-c1ccccc1C(=O)Nc1ccc(I)cc1,28.1
CCOC(=O)c1ccccc1NC(=O)C(CC)c1ccccc1 (stereo unspecified),-3.3
Cc1ccc(S(=O)(=O)C(CC(=O)c2cccs2)c2ccc(Cl)cc2)cc1 (stereo unspecified),-7.3
CC(=O)c1ccc(OC(=O)c2ccc([N+](=O)[O-])cc2)cc1,-14.3
Cc1n(CCCCS(=O)(=O)[O-])c2cc(Cl)c(Cl)cc2[n+]1C,14.8
COc1ccc(Cl)cc1-c1n[nH]c(=S)o1,-5.4
COc1ccc(C(=O)Nc2ccc(OC(F)(F)F)cc2)cc1,-9.6
CSc1n[nH]c(NC(=O)c2cc(F)c(F)c(F)c2F)n1,9.0
COc1ccc(C2/C(=C(/O)c3ccc(C)cc3)C(=O)C(=O)N2CCCn2ccnc2)cc1OC (stereo unspecified),23.1
CSc1nc(C)cc(-n2ccc(=O)[nH]c2=O)n1,-12.4
COc1ccccc1C(=O)Nc1cccnc1,-12.2
COc1ccc(-n2c(CCN3C(=O)c4ccccc4C3=O)nc3ccccc3c2=O)cc1,2.9
COc1ccc(N2C(=O)C(Cl)=C(Nc3ccccc3F)C2=O)cc1,-1.7
O=C(O)/C=C/C(=O)NNC(=O)c1cc(O)cc(O)c1,9.7
CS(=O)(=O)N(CC(=O)Nc1cccc(Br)c1)c1ccc(Oc2ccccc2)cc1,-35.3
O=c1oc2ccc(O)c(-c3ccccc3Cl)c2s1,-13.6
Cc1c(C(=O)Nc2ccccc2-c2ccccc2)cccc1[N+](=O)[O-],12.3

Screening data: PubChem BioAssay, Sanford-Burnham Center for Chemical Genomics
